DAX1 inh-1: DAX1 (NR0B1) inhibitors, primary screen, cell-based, HEK293, Gal4-DAX1, luciferase luminescence | Nuclear receptor subfamily 0 group B member 1 (Homo sapiens), P51843 | HEK293 Gal4-DAX1 luciferase reporter | inhibition, % at 6.75 µM | 340,000 compounds, 0.99% hits | AID 504766, 2011;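 active = inhibition above the mean over all tested compounds plus 3 SD, cut at about 4.2% in these data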;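 also: 0% = DAX1-transfected cells with DMSO and 100% = empty-vector control cells with DMSO; inhibition shows as a rise in luminescence from relieved DAX1 repression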
ADAM10 inh: human ADAM10 inhibitors, primary screen, biochemical, QFRET, HTS; inhibition, % at 7 µM; 370,000 compounds, 0.62% hits; recombinant ADAM10, EDANS/DABCYL FRET peptide cleavage, 3 h; Disintegrin and metalloproteinase domain-containing protein 10 (Homo sapiens), O14672; AID 720582, 2013;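 active = inhibition above a per-campaign cutoff equal to the mean of compounds falling between control-based bounds plus 3 SD, cut at about 20% in these data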;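 also: 0% = DMSO wells while the 100% control is not disclosed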
sPLA2-III inh: human group III sPLA2 inhibitors, primary screen, biochemical, QFRET, BODIPY PC-A2 liposome substrate. QFRET BODIPY PC-A2 liposome hydrolysis, fluorescence. 370,000 compounds, 0.56% hits. Group 3 secretory phospholipase A2 (Homo sapiens), Q9NZ20. AID 743126, 2013. inhibition, % at 12.2 µM;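 active = inhibition above mean plus 3 SD of compounds lying within the high and low control bounds, cut at about 19% in these data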;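 also: 0% = median of test compound wells and 100% = no enzyme DMSO wells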
FXN GAA850 act: FXN promoter activators, primary screen, cell-based, luciferase luminescence, HEK293 lucGAA850 | HEK293 lucGAA850 FXN promoter luciferase reporter, 24 h; percent of 10 µM SAHA response | activation, % at 6 µM | 360,000 compounds, 0.56% hits;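 active = activation above the average of all compounds screened plus 3 SD, cutoff fixed separately per campaign, cut at about 7.5% in these data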;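 also: 0% = DMSO wells and 100% = 10 µM SAHA wells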
hgDAF-12 ag: H. glycines DAF-12 receptor agonists, primary screen, cell-based, luminescence, HEK293, GAL4 fusion, UAS-luciferase; 370,000 compounds, 1.8% hits; activation, % at 6.8 µM; HEK293 GAL4-hgDAF12 UAS-luciferase reporter, agonist luminescence; normalized to butyrate control; AID 687014, 2013; Nuclear hormone receptor DAF-12 (Heterodera glycines), GAL4 fusion;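 active = activation above a cutoff set at the mean of all screened compounds plus 3 SD, cut at about 10% in these data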;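 also: 0% = DMSO wells and 100% = sodium butyrate wells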
DAX1 inh-2: DAX1 (NR0B1) inhibitors on StAR promoter, primary screen, cell-based, luminescence, SF-1 (NR5A1), full-length DAX-1; HEK293T StAR-luciferase reporter, SF-1/DAX-1 repression relief; inhibition, % at 6.8 µM; 370,000 compounds, 1.1% hits; AID 652010, 2013;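 active = inhibition above the mean over all tested compounds plus 3 SD, cut at about 3.6% in these data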;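 also: 0% = DAX-1 cells with DMSO and 100% = cells lacking DAX-1 with DMSO; higher inhibition means more luminescence from relief of DAX-1 repression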
GC-B act: human GC-B receptor activators, primary screen, HEK293 GC-B cells, cGMP TR-FRET, EC30 CNP | 0% at EC30 CNP, 100% saturating CNP | Atrial natriuretic peptide receptor 2 (Homo sapiens), P20594 | AID 1920062, 2024 | 370,000 compounds, 0.11% hits | activation, % at 10 µM;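 active = activation at 10 µM reaching about 35% in either raw or pattern-adjusted values, limit read from the data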
Target sequence (P20594 whole entry, looked up): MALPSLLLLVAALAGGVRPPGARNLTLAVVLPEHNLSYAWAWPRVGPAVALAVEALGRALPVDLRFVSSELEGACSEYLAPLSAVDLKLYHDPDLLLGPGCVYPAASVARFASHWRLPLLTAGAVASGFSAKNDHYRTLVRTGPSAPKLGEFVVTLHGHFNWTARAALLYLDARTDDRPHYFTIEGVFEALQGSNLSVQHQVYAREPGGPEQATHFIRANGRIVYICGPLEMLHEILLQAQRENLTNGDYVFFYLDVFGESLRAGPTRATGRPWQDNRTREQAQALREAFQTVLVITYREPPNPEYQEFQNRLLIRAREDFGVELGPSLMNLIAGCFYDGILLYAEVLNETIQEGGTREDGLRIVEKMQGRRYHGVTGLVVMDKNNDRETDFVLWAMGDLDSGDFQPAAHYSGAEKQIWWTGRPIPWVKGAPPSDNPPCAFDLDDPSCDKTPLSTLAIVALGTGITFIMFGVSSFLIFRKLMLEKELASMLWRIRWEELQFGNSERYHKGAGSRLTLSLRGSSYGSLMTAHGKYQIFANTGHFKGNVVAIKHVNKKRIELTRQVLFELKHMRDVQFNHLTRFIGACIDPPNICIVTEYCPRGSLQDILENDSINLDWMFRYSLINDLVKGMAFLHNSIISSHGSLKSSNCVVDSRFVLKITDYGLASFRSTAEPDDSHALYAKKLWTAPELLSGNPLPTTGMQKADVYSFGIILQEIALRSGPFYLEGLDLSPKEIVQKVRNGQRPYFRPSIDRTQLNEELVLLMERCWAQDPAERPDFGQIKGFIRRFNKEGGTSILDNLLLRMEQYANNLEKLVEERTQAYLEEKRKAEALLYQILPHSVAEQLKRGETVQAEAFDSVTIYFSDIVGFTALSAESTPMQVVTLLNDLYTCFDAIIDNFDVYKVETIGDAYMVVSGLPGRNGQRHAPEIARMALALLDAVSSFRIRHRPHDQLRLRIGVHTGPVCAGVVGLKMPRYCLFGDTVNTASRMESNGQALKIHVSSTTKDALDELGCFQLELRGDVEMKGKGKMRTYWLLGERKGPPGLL
SMARCA2 act: SMARCA2 (BRM) function activators, primary screen, cell-based, luminescence, high throughput. MG213 cells, MMTV-luciferase reporter, dexamethasone, overnight. activation, % at 9.1 µM. 370,000 compounds, 1% hits. AID 652017, 2013; in the data active = activation above about 7.8%;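 also: 0% = vehicle wells and 100% = reference activator wells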
NPR1 activator: GC-A stimulated cGMP production enhancers – HEK293 GC-A cells, cGMP TR-FRET, EC30 ANP, primary screen; 0% at EC30 ANP, 100% saturating ANP; Atrial natriuretic peptide receptor 1 (Homo sapiens), P16066; activation, % at 10 µM; 370,000 compounds, 0.14% hits; in the data active = activation above about 40%
ssDAF12 agonist: S. stercoralis DAF-12 nuclear receptor activators, primary screen, cell-based, luminescence, HEK293, GRIP1 co-expression, lit1-tk-luc. activation, % at 6.8 µM. HEK293 ssDAF-12/GRIP1 lit1-tk-luc reporter; % of 3 µM dafachronic acid response. Nuclear hormone receptor DAF-12 (Strongyloides stercoralis). 370,000 compounds, 1% hits;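 active = activation above the mean over all tested compounds plus 3 SD, cut at about 0.9% in these data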;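 also: 0% = DMSO-only wells and 100% = 3 µM delta7-dafachronic acid wells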
hcDAF-12 act: H. contortus DAF-12 nuclear receptor activators, primary screen, cell-based, luminescence, HEK293, lit1-tk-luc reporter; HEK293 hcDAF-12 lit1-tk-luc reporter; 0% DMSO, 100% Δ7-dafachronic acid; activation, % at 6.8 µM; 370,000 compounds, 1.4% hits;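 active = activation above the mean of all tested compounds plus 3 SD, cut at about 5.5% in these data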;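 also: 100% = response to 3 µM Δ7-dafachronic acid high control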
The depositor's hits bear a star; i = inactive; nt = not tested or not shown. No enrichment for hits. About 6.6% of those tested had a hit in this group.

structure,DAX1 inh-1,ADAM10 inh,sPLA2-III inh,FXN GAA850 act,hgDAF-12 ag,DAX1 inh-2,GC-B act,SMARCA2 act,NPR1 activator,ssDAF12 agonist,hcDAF-12 act
COc1ccc(S(=O)(=O)n2c(N)nc3ccccc32)cc1,nt,-12.7,-6.9,1.2,-4.2,-0.8,-1.1,-2.3,2.9,-1.2,-2.1
Cn1cccc1C(=O)OCC(=O)c1ccc(Br)s1,3.7,4.4,-23.7,1.9,7.6,1.5,-7.7,-0.5,2.2,0.1,-1.1
CCC(CC)NC(=O)CO/N=C/c1ccc(Cl)cc1Cl,-0.8,1.4,4.0,-1.1,-0.2,-0.8,-4.4,7.9*,3.7,-1.5,1.4
O=C(c1ccc2nccnc2c1)N1CCCC(Nc2ccc(F)c(F)c2)C1 (stereo not given),0.1,-0.2,4.2,0.8,-0.8,-0.5,4.6,-0.8,3.2,-1.2,1.2
CCC1CCc2sc(C(=O)N(C)CC(=O)Nc3ccc(N4CCOCC4)cc3)cc2C1 (stereo not given),-1.1,-4.8,-9.7,1.3,0.0,-2.2,-4.3,-1.1,0.4,-0.6,-2.6
CCOC(=O)C1=C(c2ccccc2)N2CCS(=O)(=O)N=C2S1,0.1,1.6,0.3,1.9,-0.9,0.5,1.4,0.8,-5.2,-0.7,-0.4
C=CCNc1nc(NCc2ccc(NC(C)=O)cc2)c2sc(-c3ccccc3)cc2n1,nt,-59.0,-15.1,3.7,12.1*,6.4*,-0.3,-1.1,14.4,2.0*,0.6
Cc1ccc(NC(=O)CSc2ccccn2)cc1S(=O)(=O)N1CCOCC1,-0.5,3.0,-9.9,2.4,-0.7,0.0,9.3,-0.3,-0.3,-0.9,0.1
COc1ccc(C)cc1-n1nnnc1SCc1cn2ccsc2n1,-0.9,-5.7,-7.8,-1.8,0.7,-0.4,7.8,2.2,7.4,-1.6,-1.9
COc1ccc(Nc2nc(N)c3ccccc3n2)c(OC)c1,4.8*,3.7,3.9,6.2,13.3*,1.5,-6.8,10.8*,-4.2,0.5,4.2
COc1ccc(/C=C2\SC(=S)N(CCC(=O)Nc3ccc(O)cc3)C2=O)cc1,-0.3,-4.0,-2.3,-5.8,-1.5,-0.5,-7.1,-1.5,-0.1,-1.8,-0.4
Cc1nc2ccccn2c1C(=O)NC1CCCC1,0.6,2.1,3.3,0.0,-2.2,-0.2,-1.0,0.8,-2.1,-0.6,0.5
COc1ccc(C)cc1Cn1nnc2ccccc21,1.4,-4.9,-1.7,2.7,-0.4,-0.5,-2.5,-0.8,-0.3,-1.3,-2.0
O=C(Cc1ccccc1)NN1C(=O)c2ccccc2C1=O,-0.7,-6.4,-3.6,1.0,0.3,-0.2,-1.4,-2.2,-1.4,-0.9,-1.1
O=C(Nc1ccc(F)cc1)c1c(Cl)nc2ccccn12,0.5,-2.4,4.1,1.4,7.8,0.5,0.3,0.5,10.4,-0.8,2.3
N#CCCN1CCN(Cc2ccccc2)CCC1=O,-0.7,0.8,8.2,0.9,-0.4,0.2,0.6,0.2,-1.1,-0.7,-1.3
COCCNC(=O)COc1ccccc1Cl,2.4,3.8,5.8,2.3,-1.9,0.4,-8.5,3.0,-4.3,-0.8,-1.1
COc1cccc(N2CCN(c3ccc4nnc(CCC(=O)N5CCN(C)CC5)n4n3)CC2)c1,-1.6,3.2,2.4,-2.7,-0.4,-0.3,0.2,-1.0,-1.9,-0.8,-1.5
COc1cc(-c2cc(OC)c(O)c(OC)c2)cc(OC)c1O,-0.2,-40.8,-0.8,1.5,2.5,-0.3,2.6,-2.0,-4.9,-1.5,-1.3
COc1cc(Br)c(CNc2cc(C)ccc2C)cc1OC,-1.6,-5.5,14.7,0.0,-0.5,-0.7,-11.2,-3.4,-8.2,-1.9,-2.2
Cc1ccc(CNC(=O)c2cccc3c2C(=O)c2ccc(N4CCCCC4)cc2S3(=O)=O)cc1,-2.3,20.8*,-15.9,1.2,0.1,-1.0,5.5,1.0,3.6,-1.4,-1.7
CC(C)CC(c1nnnn1Cc1ccccc1)N1CCC(C(N)=O)CC1 (stereo not given),-0.4,-2.0,-6.4,0.7,2.0,-0.5,3.0,-0.9,0.3,-1.0,-1.2
CN(CC(=O)Nc1ccc(F)c(F)c1F)C(=O)CC1CCCCC1,0.8,-0.3,1.8,0.6,-0.1,-0.8,3.5,-2.6,-2.2,-1.6,-0.6
CCc1ccccc1NC(=O)COC(=O)C1CC(=O)N(c2ccc(F)cc2)C1 (stereo not given),0.8,0.9,-1.0,2.8,1.1,0.5,-1.9,-0.8,-3.2,-1.9,-2.5
O=C(NCc1ccco1)c1cc(C(=O)C2CCCCC2)c[nH]1,-0.6,10.7,-1.7,0.2,-0.4,-0.1,-5.9,-0.9,-3.6,-1.2,-0.3
O=C(Nc1ccccc1)N1CCCN(c2nccc(C(F)(F)F)n2)CC1,2.5,-2.8,2.1,-0.4,-2.4,0.3,-0.4,7.8*,-0.2,-1.1,-0.1
Cc1cc(=O)n2c3ccccc3n(CC(O)CN3CCCC3)c2c1C#N (stereo not given),0.3,-133.5,11.7,-2.3,-2.2,0.1,2.0,1.7,5.7,-1.2,-1.0
CCCN(CCC)Cc1c(C(=O)N/N=C/c2ccc(Br)cc2)nnn1-c1nonc1N,-0.8,9.3,0.5,-0.9,2.3,-0.4,3.4,-1.8,-4.6,-1.2,-1.4
CC(=O)Nc1ccc(NC(=O)N(c2ccccc2)c2ccccc2)cc1,0.2,-7.3,-3.0,0.5,1.8,0.3,7.8,-0.7,8.3,-0.5,0.6
COc1ccc(OC2OC3COC(c4ccco4)OC3C(O)C2NC(C)=O)cc1 (stereo not given),-1.3,-5.1,3.4,0.8,-0.7,0.7,-3.9,1.2,2.3,-1.0,0.8

structure,DAX1 inh-1,ADAM10 inh,sPLA2-III inh,FXN GAA850 act,hgDAF-12 ag,DAX1 inh-2,GC-B act,SMARCA2 act,NPR1 activator,ssDAF12 agonist,hcDAF-12 act
Cc1cc(C)c(NC(=O)CS(=O)CC(=O)N2CCN(c3ccccc3)CC2)c(C)c1 (stereo not given),0.2,-1.1,-2.2,0.4,2.7,-0.8,5.1,-1.5,-0.7,-1.1,-2.0
CNc1nc(Oc2ccc(=O)n(C)n2)nc(N2CCOCC2)n1,0.4,2.1,0.4,1.2,-1.9,0.0,3.1,0.8,4.2,-1.1,-2.0
COc1ccc(-c2ccc(CCC(=O)O)n2C(C)C)cc1,0.2,i,-4.8,2.0,-0.7,0.1,3.0,-0.5,-0.4,-1.4,-0.6
COc1ccccc1OCCC(=O)OCC(=O)Nc1cccc(Br)c1,-1.6,-1.8,-9.9,2.6,0.0,0.0,-1.6,2.4,-4.6,-1.4,-1.4
CC12CCC3C(CCC4N(CCO)CCC34C)C1CCC2O (stereo not given),-0.8,-4.3,18.0,-1.6,-0.5,0.0,1.7,-3.5,3.4,-0.6,-1.9
O=C(Nn1cnc2ccccc2c1=O)c1ccc(Cl)c([N+](=O)[O-])c1,-0.1,-0.7,16.4,2.2,-1.3,0.0,-5.3,-3.3,-1.7,-1.2,1.8
COc1ccc(C(=O)O)cc1S(=O)(=O)Nc1ccc2cn[nH]c2c1,1.8,-8.8,-3.4,-1.7,2.5,0.7,1.5,-1.2,1.7,-0.1,4.3
COc1ccccc1C(=O)NC(=O)COC(=O)c1nc(Cl)ccc1Cl,-0.5,-6.0,9.6,-0.3,2.3,0.6,-0.3,-1.8,-3.0,-0.9,1.0
COc1ccccc1CC(NC(C)=O)C(=O)NC1CCN(C(=O)Nc2ccc(F)cc2)CC1 (stereo not given),-0.6,-21.0,18.4,0.8,-0.5,0.3,7.6,-3.7,-6.8,-0.6,0.2
CO/N=C/NC(=O)C1=NOC(CNc2ncc(C(F)(F)F)cc2Cl)C1 (stereo not given),0.0,-0.1,-1.9,-0.4,1.9,-0.1,-2.2,1.1,7.0,-0.9,-1.4
Cc1ccc(F)c(C2=CC(=O)C[C@H](c3ccc(F)cc3)C2)c1,1.0,7.3,-1.5,1.6,-0.2,-0.6,0.8,0.6,1.8,-1.1,-1.9
Cc1cc(C(=O)Cn2nnc(-c3ccc(Cl)cc3)n2)c(C)n1-c1ccccc1,0.1,1.8,-33.2,1.9,-0.7,0.1,-2.4,-5.3,2.9,-1.0,-1.7
O=C(COC(=O)C1=NN(c2ccccc2)C(=O)CC1)Nc1ccc([N+](=O)[O-])cc1C(F)(F)F,0.3,-9.9,-0.2,1.9,0.1,-0.4,-4.6,-2.1,-4.8,0.3,4.0
CCOc1cc(C(=O)N2CCCN(C)CC2)cc(OCC)c1OCC,0.5,3.3,-2.3,4.2,-0.1,-0.2,4.3,0.2,2.3,-1.6,-2.3
Cc1c(NC(=O)C(C)OC(=O)CCC2CCCC2)c(=O)n(-c2ccccc2)n1C (stereo not given),0.3,-7.3,3.9,1.2,-2.2,0.5,3.8,-3.3,1.9,-1.7,-2.1
CC(CCN1CCC(n2nccc2NC(=O)c2ccccc2Cl)CC1)c1ccccc1 (stereo not given),0.4,-3.2,-13.1,-0.7,3.8,2.3,1.0,-2.4,-1.2,-1.0,-0.7
COc1ccc(N2CCN(C(=O)C3Cc4ccccc4CN3C(=O)c3ccccc3)CC2)cc1 (stereo not given),-0.3,-1.4,-2.2,3.0,7.2,2.5,-4.3,-0.6,-0.1,-0.9,3.6
Cc1ccc2cc(C#N)c(N3CCN(C(=O)c4cccs4)CC3)nc2c1,-0.5,-19.0,-2.0,0.3,-0.1,0.0,6.1,0.1,-0.7,-0.7,6.5*
CN(C(=O)COC(=O)c1ccc2[nH]c3c(c2c1)CCCC3)C1CCS(=O)(=O)C1 (stereo not given),0.3,-16.3,-2.2,0.2,0.1,-0.3,-1.2,-0.4,-1.3,-1.1,-1.3

Source: PubChem BioAssay (several laboratories)
